# High-throughput results (PubChem)
# mHTT-CaM PPI inh – mHTT-calmodulin interaction abrogation | AlphaScreen His-mHTT/GST-CaM binding, luminescence | P42858 | inhibition, % at 15 µM | 3.6% of 190,000 active;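 further: 0% = both proteins with DMSO and 100% = one protein alone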
# Pf apPOL inh – Pf-apPOL DNA polymerase inhibition; 0.25% of 210,000 active; AID 1794808; Recombinant Pf-apPOL, molecular beacon fluorescence, 1.5 h; inhibition, % at 10 µM
# Active calls of the source: *; i = inactive; x = no result given; & = joins results of further samples. No stated cut-off is given here; in the data, active means inhibition above about 50%; inactive means the rest.
> COc1ccc(-c2c(C)oc3c(CN4CCCCC4)c(O)ccc3c2=O)cc1OC
  mHTT-CaM PPI inh: -2.9
  Pf apPOL inh: 1.0
> C=CCNC(=O)c1ncn(-c2cccc(C)c2)n1
  mHTT-CaM PPI inh: -0.5
  Pf apPOL inh: -0.5
> O=C(NCc1ccc(F)cc1)c1csc2c1CCCC2
  mHTT-CaM PPI inh: -12.9
  Pf apPOL inh: -1.5
> O=C(NCCc1ccccc1)C1CCCN(c2ncnc3c2nc2n3CCCCC2)C1 (centres undefined)
  mHTT-CaM PPI inh: -3.9
  Pf apPOL inh: -1.3
> O=C(NCc1ccccc1F)c1cccc(C2CCCN(C(=O)Nc3ccccc3)C2)c1 (centres undefined)
  mHTT-CaM PPI inh: 4.7
  Pf apPOL inh: 0.9
> CCOc1ccccc1Nc1cc(C(=O)OC)nc2c(F)cccc12
  mHTT-CaM PPI inh: -4.8
  Pf apPOL inh: 6.7
> O=C(OCCS(=O)(=O)c1ccc(C(F)(F)F)cn1)c1cccc(Cl)c1
  mHTT-CaM PPI inh: x
  Pf apPOL inh: 8.3
> COc1cccc(CNC(=O)CCC2CCN(c3cc(NC4CC4)ncn3)CC2)c1
  mHTT-CaM PPI inh: 3.7
  Pf apPOL inh: -4.2
> CC(C)CN1CCn2cc(C(=O)N3CCN(c4ccc(F)cc4)CC3)nc2C1
  mHTT-CaM PPI inh: 91.4*
  Pf apPOL inh: -5.4
> CC1CN(C(=O)C(=O)Nc2c3c(nn2C(C)(C)C)CSC3)CC(C)O1 (centres undefined)
  mHTT-CaM PPI inh: 42.4
  Pf apPOL inh: 7.2

> CC1CC(C)CN(S(=O)(=O)c2ccc(F)c(C(=O)NCc3ccccn3)c2)C1 (centres undefined)
  mHTT-CaM PPI inh: 2.0
  Pf apPOL inh: -5.7
> NC(C=Cc1cc(C(F)(F)F)cc(C(F)(F)F)c1)=NOC(=O)c1c(F)cccc1F
  mHTT-CaM PPI inh: x
  Pf apPOL inh: 6.9&-3.5
> CC(O)(CNC(=O)Cc1cccs1)c1cccs1 (centres undefined)
  mHTT-CaM PPI inh: -22.5
  Pf apPOL inh: 8.1
> O=C(OCc1cc(-c2cccs2)on1)c1c(F)cccc1F
  mHTT-CaM PPI inh: -104.7
  Pf apPOL inh: -6.5
> Cc1ccc(Oc2cc(NC(=O)CCCn3nc([N+](=O)[O-])cc3C)cc([N+](=O)[O-])c2)cc1
  mHTT-CaM PPI inh: 33.0
  Pf apPOL inh: -9.0
> CN(C)CCCNC(=O)c1ccc(I)cc1
  mHTT-CaM PPI inh: -0.9
  Pf apPOL inh: -4.0
> CCN(CCO)c1ncnc2onc(C)c12
  mHTT-CaM PPI inh: -5.0
  Pf apPOL inh: -1.2
> Fc1ccc(-c2nc(Cn3ccnc3)no2)cc1
  mHTT-CaM PPI inh: -4.7
  Pf apPOL inh: -1.0
> CN(C)c1ccc(/C=C2\N=C(c3cccc([N+](=O)[O-])c3)OC2=O)cc1
  mHTT-CaM PPI inh: -1.0
  Pf apPOL inh: 96.8*
> O=C(NCCc1ccc(Cl)cc1)C1CC(=O)N(C2CCCCC2)C1 (centres undefined)
  mHTT-CaM PPI inh: -5.9
  Pf apPOL inh: 5.8

> CSc1nsc(SC)c1C(=O)Nc1ccccc1I
  mHTT-CaM PPI inh: -7.0
  Pf apPOL inh: -6.3
> CCCc1nn(C(=O)c2ccc(Cl)cc2)cc1C(=O)OCC
  mHTT-CaM PPI inh: x
  Pf apPOL inh: 0.5
> COC(=O)c1ccc(NC(=O)C23CC4CCC2(C)C4(C)CO3)cc1 (centres undefined)
  mHTT-CaM PPI inh: -14.5&-10.8
  Pf apPOL inh: 0.3&-2.0
> COCCCN1C(=O)c2ccc(C(=O)Nc3ccc(OC)cc3)cc2C1=O
  mHTT-CaM PPI inh: 2.6
  Pf apPOL inh: -4.0
> CCCCCCCc1ccc(C(=O)NC(=S)Nc2cc(C)on2)cc1
  mHTT-CaM PPI inh: x
  Pf apPOL inh: -3.1
> Cn1c(CSc2nc3ccccc3c(=O)[nH]2)nc2ccccc21
  mHTT-CaM PPI inh: -5.9
  Pf apPOL inh: -7.1
> CCCc1cc2c(=O)c(-c3ccc4c(c3)OCCO4)c(C)oc2cc1O
  mHTT-CaM PPI inh: 8.2
  Pf apPOL inh: 1.7
> C=CCOC(=O)COc1ccc2c(c1)OC(=Cc1ccc(OC)c(OC)c1)C2=O
  mHTT-CaM PPI inh: -3.7
  Pf apPOL inh: 0.0
> CCN1CCN(C2=NC(=O)/C(=C\c3ccc(OC)c(OC)c3)S2)CC1
  mHTT-CaM PPI inh: 6.0
  Pf apPOL inh: -11.0
> COc1ccc2c(c1)OC(=Cc1ccc3c(c1)OCO3)C2=O
  mHTT-CaM PPI inh: -12.3
  Pf apPOL inh: -5.0

> Cc1[nH]c(=O)[nH]c(=O)c1S(=O)(=O)Nc1cccc(Cl)c1C
  mHTT-CaM PPI inh: -3.0
  Pf apPOL inh: -3.1
> COc1ccc(CNC(=O)CC2CCN(C(=O)c3ccc(C)cc3)CC2)cc1OC
  mHTT-CaM PPI inh: -2.1
  Pf apPOL inh: 0.2
> CCSc1sc(CC)cc1C(N)=O
  mHTT-CaM PPI inh: 2.3
  Pf apPOL inh: 15.5
> CC1=C(C#N)C(=O)N(CCO)C(=O)/C1=C/c1ccc(-c2ccc3c(c2)COC3=O)o1
  mHTT-CaM PPI inh: 60.0*
  Pf apPOL inh: -3.5
> Cc1ccccc1C(=O)N1CCC(c2nc(CNC(=O)C(C)C)cs2)CC1
  mHTT-CaM PPI inh: -3.0
  Pf apPOL inh: 0.1
> Cc1noc(C2CN(C(=O)c3ccc4ncsc4c3)C2)n1
  mHTT-CaM PPI inh: -9.4
  Pf apPOL inh: -10.7
> S=C(Nc1ccc(OCc2ccccc2)cc1)Nc1ccc2[nH]ccc2c1
  mHTT-CaM PPI inh: x
  Pf apPOL inh: -1.0
> O=C(C=Cc1ccco1)NC(=S)N1CCNC(=O)C1CC(=O)OCC1CCCO1 (centres undefined)
  mHTT-CaM PPI inh: 12.9
  Pf apPOL inh: 9.4
> CN(C)c1nc2c(c(=O)[nH]c(=O)n2C)n1CCSc1nc2ccccc2o1
  mHTT-CaM PPI inh: 1.0
  Pf apPOL inh: 2.6
> O=C(Cc1ccc(Cl)cc1)N1CCC2(CC1)NC(=O)N(Cc1cccc(Cl)c1)C2=O
  mHTT-CaM PPI inh: 37.5
  Pf apPOL inh: -11.0

# In the list so far, nine contain fluorine.
> O=C(NCc1ccc(F)cc1)c1csc2c1CCCC2
  mHTT-CaM PPI inh: -12.9
  Pf apPOL inh: -1.5
> O=C(NCc1ccccc1F)c1cccc(C2CCCN(C(=O)Nc3ccccc3)C2)c1 (centres undefined)
  mHTT-CaM PPI inh: 4.7
  Pf apPOL inh: 0.9
> CCOc1ccccc1Nc1cc(C(=O)OC)nc2c(F)cccc12
  mHTT-CaM PPI inh: -4.8
  Pf apPOL inh: 6.7
> O=C(OCCS(=O)(=O)c1ccc(C(F)(F)F)cn1)c1cccc(Cl)c1
  mHTT-CaM PPI inh: x
  Pf apPOL inh: 8.3
> CC(C)CN1CCn2cc(C(=O)N3CCN(c4ccc(F)cc4)CC3)nc2C1
  mHTT-CaM PPI inh: 91.4*
  Pf apPOL inh: -5.4
> CC1CC(C)CN(S(=O)(=O)c2ccc(F)c(C(=O)NCc3ccccn3)c2)C1 (centres undefined)
  mHTT-CaM PPI inh: 2.0
  Pf apPOL inh: -5.7
> NC(C=Cc1cc(C(F)(F)F)cc(C(F)(F)F)c1)=NOC(=O)c1c(F)cccc1F
  mHTT-CaM PPI inh: x
  Pf apPOL inh: 6.9&-3.5
> O=C(OCc1cc(-c2cccs2)on1)c1c(F)cccc1F
  mHTT-CaM PPI inh: -104.7
  Pf apPOL inh: -6.5
> Fc1ccc(-c2nc(Cn3ccnc3)no2)cc1
  mHTT-CaM PPI inh: -4.7
  Pf apPOL inh: -1.0

# (next part)
> COc1ccccc1C(=O)N/C(=C/c1ccc2c(c1)OCO2)C(=O)N1CCCCC1
  mHTT-CaM PPI inh: 1.0
  Pf apPOL inh: -5.3
> Cc1cccc(C)c1NC(=O)C(NC(=O)c1ccc(=O)[nH]c1)c1ccccc1 (centres undefined)
  mHTT-CaM PPI inh: 6.0
  Pf apPOL inh: -4.6
> Cc1cccc(NC(=O)c2ccc(Cl)c(Cl)c2)c1C
  mHTT-CaM PPI inh: -0.8
  Pf apPOL inh: -5.1
> COc1cc2oc(=O)cc(-c3ccc(-c4ccc(C)cc4)cc3)c2c(OC)c1OC
  mHTT-CaM PPI inh: 0.5
  Pf apPOL inh: -1.5
> Cc1ccc(S(=O)(=O)N2CCN(C(=O)N(C)c3ccccc3)CC2)cc1
  mHTT-CaM PPI inh: 4.5
  Pf apPOL inh: 2.5
> O=C(NCc1cccs1)c1ccc(OCc2nc(-c3ccco3)cs2)cc1
  mHTT-CaM PPI inh: 3.3
  Pf apPOL inh: -0.5
> C/C(=N/NC(=O)c1ccoc1C)c1ccco1
  mHTT-CaM PPI inh: i
  Pf apPOL inh: x
> CC(C)(C)NC(=O)c1cc(NC(=O)Cc2ccccc2)cc(NC(=O)Cc2ccccc2)c1
  mHTT-CaM PPI inh: -0.6
  Pf apPOL inh: -1.1
> CC(=O)Nc1ccc(S(=O)(=O)N2CCCC(CO)C2)cc1 (centres undefined)
  mHTT-CaM PPI inh: -7.8
  Pf apPOL inh: -4.6
> CC(Cc1ccco1)NC(=O)c1c(F)cccc1Cl (centres undefined)
  mHTT-CaM PPI inh: -12.8
  Pf apPOL inh: -3.0

> CCOc1ccc2nc(Cl)c(C3CC(c4ccc(OC)cc4)=NN3S(C)(=O)=O)cc2c1 (centres undefined)
  mHTT-CaM PPI inh: 3.0
  Pf apPOL inh: -0.9
> CCc1cccc(NC(=O)c2ccc(-n3nc(N4CCCC4)ccc3=O)cc2)c1
  mHTT-CaM PPI inh: -13.0
  Pf apPOL inh: 2.9
> Nc1cc(=O)nc(SCC(=O)Nc2ccccc2Cl)n1-c1ccccc1
  mHTT-CaM PPI inh: 4.0
  Pf apPOL inh: -5.9
> O=C(CCc1nnc(-c2ccccc2F)[nH]c1=O)NC1CCCCC1
  mHTT-CaM PPI inh: 5.7
  Pf apPOL inh: -2.1
> CCCCCNC(=O)C1CCCN(c2ncc(-c3ccccc3)cn2)C1 (centres undefined)
  mHTT-CaM PPI inh: -9.6
  Pf apPOL inh: -5.0
> COc1ccc(C2CCCN2C(=O)c2ccc3c(c2)OCO3)cc1 (centres undefined)
  mHTT-CaM PPI inh: 4.1
  Pf apPOL inh: -5.2
> CC(=O)N1CCC(C(=O)Nc2ccc(N3CCOCC3)cc2)CC1
  mHTT-CaM PPI inh: x
  Pf apPOL inh: 0.0
> Cc1ccc(-c2noc(C3CCN(CC(=O)Nc4ccccc4C)CC3)n2)cc1
  mHTT-CaM PPI inh: -6.2
  Pf apPOL inh: 0.4
> Cc1ccc(Cc2c(C)nc3nc(SCC(=O)N4CCC(C)CC4)nn3c2C)cc1
  mHTT-CaM PPI inh: -2.0
  Pf apPOL inh: -5.7
> CCCC(C)C(=O)NCc1ccc(S(N)(=O)=O)cc1 (centres undefined)
  mHTT-CaM PPI inh: -4.7
  Pf apPOL inh: -0.7

# Quoted from the listing for reference:
> C=CCOC(=O)COc1ccc2c(c1)OC(=Cc1ccc(OC)c(OC)c1)C2=O
  mHTT-CaM PPI inh: -3.7
  Pf apPOL inh: 0.0
> CCN1CCN(C2=NC(=O)/C(=C\c3ccc(OC)c(OC)c3)S2)CC1
  mHTT-CaM PPI inh: 6.0
  Pf apPOL inh: -11.0
> COc1ccc2c(c1)OC(=Cc1ccc3c(c1)OCO3)C2=O
  mHTT-CaM PPI inh: -12.3
  Pf apPOL inh: -5.0
> Cc1[nH]c(=O)[nH]c(=O)c1S(=O)(=O)Nc1cccc(Cl)c1C
  mHTT-CaM PPI inh: -3.0
  Pf apPOL inh: -3.1
> COc1ccc(CNC(=O)CC2CCN(C(=O)c3ccc(C)cc3)CC2)cc1OC
  mHTT-CaM PPI inh: -2.1
  Pf apPOL inh: 0.2
> CCSc1sc(CC)cc1C(N)=O
  mHTT-CaM PPI inh: 2.3
  Pf apPOL inh: 15.5

# Record cards (already shown). Order of values: mHTT-CaM PPI inh	Pf apPOL inh
# Cc1cccc(C)c1NC(=O)C(NC(=O)c1ccc(=O)[nH]c1)c1ccccc1 (centres undefined) as listed: 6.0	-4.6
# CC1CN(C(=O)C(=O)Nc2c3c(nn2C(C)(C)C)CSC3)CC(C)O1 (centres undefined) as listed: 42.4	7.2
# COCCCN1C(=O)c2ccc(C(=O)Nc3ccc(OC)cc3)cc2C1=O as listed: 2.6	-4.0

# (list continues)
> O=C(Nc1ccc(N2C(=O)CCC2=O)cc1Cl)c1ccc(Cl)cc1Cl
  mHTT-CaM PPI inh: -4.1
  Pf apPOL inh: 3.1
> Cc1ccc(-c2nn3c(C)nnc3c3ccccc23)cc1
  mHTT-CaM PPI inh: 12.0
  Pf apPOL inh: 0.4
> COc1nccnc1NC1CCN(C(=O)c2cccn2C)CC1
  mHTT-CaM PPI inh: 7.5
  Pf apPOL inh: -4.6
> Cc1ccc(Br)cc1S(=O)(=O)N1CCN(c2ccccc2)CC1
  mHTT-CaM PPI inh: -18.6
  Pf apPOL inh: -15.3
> COC(=O)C(CC(N)=O)NC(C)=O (centres undefined)
  mHTT-CaM PPI inh: x
  Pf apPOL inh: 11.7
> O=C1c2ccccc2C(=O)N1CSc1nnnn1-c1ccccc1
  mHTT-CaM PPI inh: 3.0
  Pf apPOL inh: 1.7
> Cc1ccc(NC(=O)Cn2nc3c4cccc(C)c4ncn3c2=O)c(Br)c1
  mHTT-CaM PPI inh: -9.0
  Pf apPOL inh: 4.2
> Cc1cc(-c2nnc(-c3cccs3)o2)n(C)n1
  mHTT-CaM PPI inh: -7.8
  Pf apPOL inh: x
> CSc1c(C#N)c(N)nc2sc(C(=O)c3ccc(OC(F)F)cc3)c(N)c12
  mHTT-CaM PPI inh: x
  Pf apPOL inh: 14.0
> N#CC1=C(N)N(c2ccccc2[N+](=O)[O-])C2=C(C(=O)CCC2)C1c1ccc(F)cc1 (centres undefined)
  mHTT-CaM PPI inh: 11.0
  Pf apPOL inh: -0.4
